PLCg1 inh: PLC-gamma1 enzyme inhibitors, primary screen, biochemical, fluorescence, purified enzyme | 1-phosphatidylinositol 4,5-bisphosphate phosphodiesterase gamma-1 (Homo sapiens), P19174 | fluorogenic substrate | inhibition, % at 12.2 µM | actives 0.84% (n = 370,000); in the data active = inhibition above about 9.5%
SIAE inh: human SIAE inhibitors, primary screen, biochemical, fluorescence polarization, FP-Rh probe, 1536-well HTS; Sialate O-acetylesterase (Homo sapiens), Q9HAT2; actives 0.69% (n = 370,000); inhibition, % at 9.66 µM; AID 1053197, 2014; SIAE FP-Rh probe binding;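 active = inhibition above a cutoff: mean of compounds within the control limits plus 3 SD of those, cut at about 17% in these data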;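 also: 0% = plate median of compound wells and 100% = probe without SIAE protein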
Target sequence (Q9HAT2 whole entry, looked up): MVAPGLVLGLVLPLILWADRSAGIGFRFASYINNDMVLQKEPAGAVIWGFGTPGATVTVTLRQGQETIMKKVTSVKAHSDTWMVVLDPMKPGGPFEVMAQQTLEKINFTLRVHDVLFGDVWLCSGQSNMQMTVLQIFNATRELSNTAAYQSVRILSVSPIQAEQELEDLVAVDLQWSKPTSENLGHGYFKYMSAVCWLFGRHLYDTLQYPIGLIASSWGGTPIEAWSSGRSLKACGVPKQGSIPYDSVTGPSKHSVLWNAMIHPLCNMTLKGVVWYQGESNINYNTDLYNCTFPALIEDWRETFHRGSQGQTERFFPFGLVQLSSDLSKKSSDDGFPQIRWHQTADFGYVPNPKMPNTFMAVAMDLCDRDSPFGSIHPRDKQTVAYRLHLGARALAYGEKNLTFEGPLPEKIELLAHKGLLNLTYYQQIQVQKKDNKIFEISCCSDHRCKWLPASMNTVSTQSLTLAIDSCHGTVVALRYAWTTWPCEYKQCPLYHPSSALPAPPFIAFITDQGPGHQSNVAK
ADAM17 inh: ADAM17 inhibitors, primary screen, biochemical, QFRET; recombinant ADAM17, EDANS/DABCYL FRET peptide cleavage; AID 720648, 2013; inhibition, % at 6.95 µM; actives 0.83% (n = 370,000); Disintegrin and metalloproteinase domain-containing protein 17 (Homo sapiens), P78536;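 active = inhibition above the mean of compounds lying between control limits plus 3 SD, set per campaign, cut at about 8.5% in these data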;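 also: 0% = DMSO-only wells as the low control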
ADAM10 inh: human ADAM10 inhibitors, primary screen, biochemical, QFRET, HTS. Disintegrin and metalloproteinase domain-containing protein 10 (Homo sapiens), O14672. recombinant ADAM10, EDANS/DABCYL FRET peptide cleavage, 3 h. inhibition, % at 7 µM. actives 0.62% (n = 370,000);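 active = inhibition above a per-campaign cutoff equal to the mean of compounds falling between control-based bounds plus 3 SD, cut at about 20% in these data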;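 also: 0% = DMSO wells while the 100% control is not disclosed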
DDE Tn7 FP inh: inhibitors of Tn7 peptide binding to fibrin DD(E), primary screen, biochemical, fluorescence polarization, human fibrin, Tn7 probe | Fibrinogen beta chain (Homo sapiens), P02675 | FP displacement of FITC-Tn7 peptide from fibrin DD(E); 0% = median of compound wells per plate | inhibition, % at 8.3 µM | actives 0.13% (n = 370,000);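 active = inhibition above the mean of compounds falling within the control limits plus 3 SD of them, cut at about 14% in these data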;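 also: 0% = plate median of compound wells and 100% = 10 µM Aha-Tn7 peptide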
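Test system: human clot-derived fibrin DD(E) complex / Quantity: 2 µM final DD(E) protein / Incubation: 10 min plus 3 h, room temperature / Measured by: fluorescence polarization / Benchmarks: high control of 10 µM Aha-Tn7 peptide / Replicates: singlicate testing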
ASAP1 GAP inh: inhibitors of human ASAP1 ArfGAP activity, primary screen, biochemical, fluorescence polarization; Arf-GAP with SH3 domain, ANK repeat and PH domain-containing protein 1 (Homo sapiens), …; ASAP1-stimulated ARF1 GTP hydrolysis, GDP FP detection; inhibition, % at 16.5 µM; actives 0.19% (n = 360,000); in the data active = inhibition above about 25%;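 also: 0% = vehicle with enzyme and substrate and 100% = no enzyme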
Tn6 DDE FP: inhibitors of Tn6 peptide binding to fibrin DD(E), primary screen, biochemical, fluorescence polarization, human fibrin, Tn6 probe. actives 0.21% (n = 370,000). Fibrinogen beta chain (Homo sapiens), P02675. Fibrin DD(E) TRITC-Tn6 fluorescence polarization displacement. inhibition, % at 8.3 µM;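 active = inhibition above a per-campaign cutoff: mean of compounds within control limits plus 3 SD, cut at about 15% in these data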;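 also: 0% = median of all compound wells on the plate and 100% = blocking peptide control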
ARFGAP1 inhibitor: inhibitors of rat ARFGAP1 GAP activity, primary screen, biochemical, fluorescence polarization, GDP tracer | Arfgap1-stimulated ARF1 GTP hydrolysis, GDP FP detection | inhibition, % at 16.5 µM | actives 0.26% (n = 360,000) | AID 651572, 2012;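 active = inhibition above a per-plate limit, mean inhibition of low control wells plus 3 SD, cut at about 25% in these data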;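 also: 0% = DMSO wells with enzyme and 100% = wells lacking Arfgap1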
Target sequence (Q62848 1-136 limits assumed): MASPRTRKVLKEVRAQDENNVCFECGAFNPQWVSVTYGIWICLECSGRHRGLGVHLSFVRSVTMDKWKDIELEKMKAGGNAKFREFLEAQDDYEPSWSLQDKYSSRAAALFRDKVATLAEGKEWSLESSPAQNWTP
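system = rat Arfgap1 catalytic domain, aa 1-136 | technique = FP, GDP Alexa 633 tracer displaced from anti-GDP antibody, 620/688 nm | compound = one concentration, 16.5 µM, DMSO 1.26% | medium = HEPES-based buffer, pH 7.5 | timing = compound-enzyme preincubation 20 min, reaction 120 min, detection 60 min, 25 °C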
TDP2 inh: human TDP2 enzyme inhibitors, primary screen, biochemical, epi absorbance, recombinant enzyme. Tyrosyl-DNA phosphodiesterase 2 (Homo sapiens), O95551. T5PNP hydrolysis, p-nitrophenol absorbance 415 nm. inhibition, % at 12.8 µM. actives 0.34% (n = 370,000);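 active = inhibition above the mean of all tested compounds plus 3 SD, set per campaign, cut at about 25% in these data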;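 also: 0% = DMSO with enzyme and 100% = buffer with substrate but no TDP2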
Target sequence (O95551 whole entry, looked up): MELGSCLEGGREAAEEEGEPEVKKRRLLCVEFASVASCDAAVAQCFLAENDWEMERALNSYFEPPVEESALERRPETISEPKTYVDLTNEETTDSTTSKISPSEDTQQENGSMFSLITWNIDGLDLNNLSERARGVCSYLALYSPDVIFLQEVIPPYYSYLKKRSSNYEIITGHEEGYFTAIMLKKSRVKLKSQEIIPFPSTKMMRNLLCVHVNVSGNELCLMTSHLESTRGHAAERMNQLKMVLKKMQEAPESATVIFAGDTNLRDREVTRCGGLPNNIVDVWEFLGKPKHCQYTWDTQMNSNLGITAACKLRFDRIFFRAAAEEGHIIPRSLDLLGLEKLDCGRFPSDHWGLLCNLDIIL
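Material: recombinant human TDP2; quantity: TDP2 enzyme at 120 nM final; medium: Tris-HCl pH 7.5 with MgCl2; compound: single concentration, 12.8 µM nominal, with 1% DMSO; incubation: 2 h enzyme incubation at 37 °C; signal: epi absorbance; measure: percent inhibition; benchmarks: high control without enzyme, low control DMSO plus TDP2; repeats: singlicate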
PLC-beta3 inh: human PLC-beta3 inhibitors, primary screen, biochemical, fluorescence; Purified PLC-beta3, fluorogenic substrate; inhibition, % at 12.2 µM; actives 0.18% (n = 370,000); AID 720704, 2013; in the data active = inhibition above about 11%;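 also: 0% = median of compound wells on plate and 100% = full blocker control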
The depositor's hits bear a star; i = inactive; nt = not tested or not shown.

SMILES	PLCg1 inh	SIAE inh	ADAM17 inh	ADAM10 inh	DDE Tn7 FP inh	ASAP1 GAP inh	Tn6 DDE FP	ARFGAP1 inhibitor	TDP2 inh	PLC-beta3 inh
Cc1ccc(C(=O)NC(=C(Cl)Cl)S(=O)(=O)c2ccc(C)cc2)cc1	-1	1	1	7	2	0	-4	3	-3	5
CC(C)[C@@H](C(=O)N[C@@H](CCc1ccc(O)cc1)C(=O)O)N(C)C(=O)[C@H](CO)NC(=O)[C@@H](O)[C@H](N)CCCCCCCCl	3	3	1	-12	-4	3	0	-4	-2	7
COc1ccccc1CN(Cc1nc2ccccc2c(=O)[nH]1)C(=O)Nc1cccc(C)c1	2	-4	-1	-2	0	-1	0	-8	0	3
COc1ccc(NC(=O)CNC(=O)c2sc3ccccc3c2Cl)c(OC)c1	-4	11	-9	-2	7	3	-4	2	6	-5
Cn1ccnc1SCC(=O)Nc1cc(F)ccc1F	-2	3	-5	-7	-1	3	2	0	-4	-6
COCCNC(=O)C1C(=O)Nc2ccccc2C(=O)N1c1ccc2c(c1)OCCO2 (stereo not drawn)	-1	3	0	-13	8	-10	4	-15	-2	-3
COc1ccc(/C=N/NC(=O)c2nonc2N)cc1OC	0	-3	4	7	-1	-6	-8	15	4	-4
Cn1cnc([N+](=O)[O-])c1Sc1nc(N)nc2c1ncn2C1CC(O)C(CO)O1 (stereo not drawn)	5	0	-5	-5	-4	4	0	0	1	2
COc1cc(Br)cc(/C=C/c2ccc3cccc(O)c3n2)c1OC	-2	3	0	-8	0	-4	4	-7	5	-10
Cc1cc(C)c(C(N)=O)c(Nc2cccc3ccccc23)n1	-6	3	-1	5	0	12	-3	11	25*	-9
COc1cccc(Nc2nc(N)nc(C(F)(F)F)n2)c1	-2	-2	-2	-4	3	5	-4	8	-1	-2
CC(C)N1C(=O)c2ccccc2NC(=O)C1C(=O)NCc1cccs1 (stereo not drawn)	0	-4	-8	-20	-3	2	2	4	0	0
CC(C)n1nc(C(=O)Nc2cccc(S(=O)(=O)N3CCCCC3)c2)c2ccccc2c1=O	1	-24	3	2	-6	7	3	19	-6	-3
COc1cc(/C=N/NC(=O)c2ccncc2)ccc1OCc1cnc(Cl)s1	-16	3	0	4	-5	14	-1	-2	6	-15
CCOC(=O)C1(Cc2ccc(OC)cc2)CCN(C(=O)c2ccc3[nH]ccc3c2)CC1	1	-3	-3	-1	-2	3	2	2	-9	-4
Cc1cc(SCC(=O)NC2CCCCC2)nc2ccccc12	-2	6	1	2	-3	6	-5	4	6	-10
Cc1cccc(C)c1NC(=O)NN=C1CCCCC1	0	0	-3	3	-5	-1	2	6	-12	3
Cc1ccc(C)c(OCCCC(=O)N2CCOCC2)c1	0	7	2	3	-6	10	6	-8	5	3
O=C(NC(CC1=CCCCC1)c1ccc2ccccc2c1)C(F)(F)F (stereo not drawn)	0	-5	1	6	2	-2	8	-7	-12	0
CCOc1ccc(-n2nnc3c(=O)n(CC(=O)N4CCCc5ccccc54)cnc32)cc1	-1	-17	2	-5	1	2	7	-10	3	2
Cc1cc(C)cc(OCC(=O)OCc2nnc(-c3ccccc3)o2)c1	-1	8	2	0	6	-2	3	-6	0	-4
Nc1ncnc2c1ncn2C1CCCC1	0	0	-7	-10	1	-8	-6	7	2	3
C/C(=N/Nc1ncc(Br)cn1)c1ccc(Br)cc1	1	3	-1	1	-5	-7	9	3	-6	-4
COc1ccc(/C(N)=N/OC(=O)CC2CCCCC2)cc1OC	0	6	1	-4	-2	-4	2	4	10	-3
CCCCCCOC(=O)C(C#N)c1nc2ccccc2nc1N1CCOCC1 (stereo not drawn)	-3	-8	-8	-6	-5	-2	-5	-2	0	-4
O=C(CCC1CCCC1)N1CCN(C(=O)c2ccco2)CC1	-1	-5	-2	1	-1	6	12	-7	7	1
COCCNC(=O)CN(CCc1ccccc1)S(=O)(=O)c1ccc(Br)cc1	-3	-2	-5	-6	-1	-14	10	10	-17	-5
O=C(CSCc1ccc(F)cc1)Nc1ccccc1	3	3	-138	5	-7	-2	3	-4	-3	5
O=C(COC(=O)c1cccc(S(=O)(=O)NCc2ccccc2)c1)NCC1CCCO1 (stereo not drawn)	4	4	0	-1	1	3	-6	-18	-14	4
CSc1ccc(CN2CCC(C)(Oc3ccc(C(C)=O)cc3)C2)cc1 (stereo not drawn)	-4	10	-1	-1	1	4	2	11	-12	4
CCc1nc(SCc2ccc([N+](=O)[O-])cc2)n[nH]1	1	4	-4	-3	3	0	-4	10	0	-3
O=C(Cn1nnc(-c2ccc(N3CCOCC3)cc2)n1)c1ccccc1	0	0	7	-3	-2	nt	-1	nt	-2	1
CCOC(=O)N=Nc1c(O)n(CC)c2ccccc12	-2	3	0	4	3	2	-2	6	1	2
COc1cc2c(C#N)c(N3CCc4ccccc4C3)nc(N)c2c(N)n1	-372	6	-40	-145	2	8	-9	19	-9	i
COC(=O)c1cc(Br)c(=O)n(Cc2ccc(C(=O)O)cc2)c1	-2	-6	-1	-1	-10	-1	-6	6	-4	3
Cc1cc(C)nc(NC(=O)CN2C(=O)c3ccccc3C2=O)n1	-1	4	-4	-2	-2	2	-2	10	-4	-1
CCn1nccc1C(=O)Nc1cc(Cl)ccc1Cl	0	-8	-3	2	4	-3	0	14	9	-2
COc1ccc(S(=O)(=O)N(Cc2ccccc2)c2ccccc2C(=O)Nc2ccccc2C(=O)NCc2ccco2)cc1	-8	-11	8	12	-2	11	2	5	3	-9
O=C(COC(=O)c1cccc(Cl)c1)Nc1ccc2[nH]c(=O)[nH]c2c1	-1	-5	-5	-7	4	2	-5	-5	6	-4
COc1ccc(OC)c(NC(=O)c2cccc(S(=O)(=O)N3CCN(C(C)=O)CC3)c2)c1	0	-2	-3	-3	9	-6	-1	0	-11	-9
Cc1ccccc1N=Nc1c(O)n(C)c2ccccc12	-1	4	-5	-5	2	-6	7	0	20	-7
COc1cccc(CN2CC(C(=O)NCCCc3ccc(C)cc3)CCC2=O)c1 (stereo not drawn)	0	5	-5	-5	-1	-3	-2	-8	0	-2
Cc1ccc(NC(=O)C(OC(=O)c2cc(C)oc2C)c2ccccc2)cc1 (stereo not drawn)	-1	-10	11*	14	2	6	6	20	-1	3
CN1C(C(=O)NCc2ccccc2)CC2Cn3c(nc4cc5ccccc5cc43)C21 (stereo not drawn)	-13	0	-2	-28	6	1	6	12	-2	-18
C=CCN(c1ccc(C(=O)Nc2cc(C)cc(C)c2)cc1)S(C)(=O)=O	1	0	0	8	8	-12	3	5	-4	-2
CC(CN(C)Cc1ccccc1)OC(=O)c1cccc(F)c1 (stereo not drawn)	1	1	-2	-3	5	-16	7	12	7	2
O=C(Nc1ccccn1)c1ccc([N+](=O)[O-])cc1Cl	2	1	2	6	-6	-2	3	7	-1	1
COc1cc(OC)cc(C(=O)NCC(=O)OCC(=O)NC(C)(C)C)c1	0	-6	-4	-4	3	-5	4	-7	9	3
CCN(c1ccccc1)S(=O)(=O)c1ccc(C(=O)NCC(c2ccccc2OC)N2CCCC2)cc1 (stereo not drawn)	-3	-6	-3	-11	6	-9	3	-2	5	-3
Cc1ccc(N=Nc2ccc(N)cc2C)c(S(N)(=O)=O)c1	2	5	2	6	1	1	-4	10	15	-2
CCOC(=O)[C@]12CCC=C1N(CCC1=CCCCC1)C(=O)[C@H](CC(=O)NCc1cccc3ccccc13)C2	-2	-2	-3	-11	4	5	-5	9	-3	-4
O=[N+]([O-])c1cccc(/C=N/Nc2cc(N3CCOCC3)ncn2)c1	3	-2	-6	-4	3	3	4	-1	-3	-7
COc1ccc(NC(=O)c2cccc(N3C(=O)C4C5C=CC(C5)C4C3=O)c2)cc1 (stereo not drawn)	1	-4	-1	-8	-3	-9	-6	-5	0	-6
O=C(CSc1nc2ccccc2c(=O)n1-c1ccccc1)NC(=O)CN1CCCC1=O	-1	3	-1	0	-3	-4	-6	3	16	-6
Cc1cc(-c2nnc3n2N=C(c2ccccc2Br)CS3)n[nH]1	-1	-6	1	0	-2	-2	-10	-5	-11	-3
N#C/C(=C\c1cccnc1)c1ccccn1	1	5	4	-2	-5	5	-2	14	-11	-4
CCOc1ccc(NS(=O)(=O)c2c(C(=O)N3CCCCCC3)c(C)n(C)c2C)cc1	-1	4	3	3	2	-12	6	4	-5	-6
O=C(CC1Sc2ccccc2NC1=O)Nc1cccc(C(=O)O)c1 (stereo not drawn)	12*	-3	-2	0	2	3	-6	0	-12	10
CC(C)CC(NC(=O)c1ccc(Cl)cc1)C(=O)OCc1cc([N+](=O)[O-])cc2c1OCOC2 (stereo not drawn)	8	-5	7	9	-2	2	-2	11	-5	6
Cc1ccc(NC(=O)c2ccccc2Cl)c(Cl)c1	4	-3	0	3	0	-15	-1	-8	-2	2
COc1ccc(NS(=O)(=O)c2ccc(NS(=O)(=O)c3cccc(C(=O)O)c3)cc2)cc1	2	-4	-5	-4	4	-9	-4	-5	3	-5

Entries of single compounds, looked up by structure.
Results for CCN(c1ccccc1)S(=O)(=O)c1ccc(C(=O)NCC(c2ccccc2OC)N2CCCC2)cc1 (stereo not drawn) = PLCg1 inh = -3; SIAE inh = -6; ADAM17 inh = -3; ADAM10 inh = -11; DDE Tn7 FP inh = 6; ASAP1 GAP inh = -9; Tn6 DDE FP = 3; ARFGAP1 inhibitor = -2; TDP2 inh = 5; PLC-beta3 inh = -3
Results for Cc1ccc(NC(=O)C(OC(=O)c2cc(C)oc2C)c2ccccc2)cc1 (stereo not drawn) = PLCg1 inh = -1; SIAE inh = -10; ADAM17 inh = 11*; ADAM10 inh = 14; DDE Tn7 FP inh = 2; ASAP1 GAP inh = 6; Tn6 DDE FP = 6; ARFGAP1 inhibitor = 20; TDP2 inh = -1; PLC-beta3 inh = 3

Screening data from PubChem BioAssay.
